K1F lysis inhibition – protection from phage-mediated lysis, alamar blue read-out – E. coli UTI89, K1F phage, bacterial capsule biogenesis inhibitors (AID 488966) | inhibition, % at 100 µM; hits with a dose series show IC50 in µM | hit rate 0.02% among 340,000 | E. coli UTI89 K1F phage lysis, alamar blue, 2 h; higher % means a stronger effect;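 active = phage lysis inhibition, versus mean bacterial control, above a set limit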;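 note: capsule biogenesis inhibitors block K1F phage lysis so surviving cells raise fluorescence; higher fluorescence means more inhibition of phage lysis; actives were called in the ten point dose series up to 300 µM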
M17LAP inhibition – P. falciparum M17LAP inhibitors, primary screen, biochemical, fluorogenic H-Leu-NHMec substrate, 1536-well (AID 1619); inhibition, % at 30 µM; hits with a dose series show IC50 in µM; recombinant M17LAP, H-Leu-NHMec fluorogenic kinetic assay; higher % means a stronger effect; hit rate 0.38% among 220,000;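 active = compound inhibiting the enzyme by more than half at any dose during confirmatory dose-response retesting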;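 note: plate controls were full reaction with DMSO carrier for no effect and no enzyme background for full effect; strong numbers were not always called active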
P. falciparum M1AAP – P. falciparum M1AAP inhibitors, biochemical, fluorogenic H-Leu-NHMec substrate, 1536-well (AID 1445); recombinant M1AAP, H-Leu-NHMec fluorogenic kinetic assay; higher % means a stronger effect; inhibition, % at 30 µM; hits with a dose series show IC50 in µM; hit rate 0.42% among 220,000;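 active = primary inhibition above the hit cutoff, then over 50% inhibition at one or more dose response concentrations, cut at about 23% in these data, passing the limit was not always enough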;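 note: plate controls were DMSO full reaction for no effect and no enzyme background for full effect; strong numbers were not always called active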
ER stress rescue – protection against thapsigargin-triggered cell killing – 384-well, CSM14.1, ATP luminescence, primary screen (AID 1222); CSM14.1 thapsigargin-induced death rescue, ATP luminescence; higher % means a stronger effect; cellular ATP content (survival), % at 20 µM, or EC50 in µM where a hit was titrated; 190,000 tested, under 10 active;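 active = EC50 below 50 µM in the dose-response confirmation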;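 note: death triggered by thapsigargin at about 15 µM added after 2 h compound pretreatment; cell ATP read after overnight thapsigargin exposure of roughly 18 to 22 hours; normalized against plate controls of thapsigargin alone and 5% DMSO vehicle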
Ins promoter up – MIN6 insulin promoter up-regulation. z-score at 5 µM. hit rate 0.3% among 190,000. MIN6 insulin promoter-GFP reporter, high-content imaging; hits give high values;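 active = z-score above 3 at 5 µM with at least 500 cells counted in the well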
b-catenin transl – beta-catenin nuclear translocation modulation; AID 1665; nuclear translocation activity, % at 5 µM; hit rate 0.3% among 190,000; HeLa beta-catenin nuclear translocation, immunofluorescence imaging;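 active = nuclear translocation activity above 50% at 5 µM, with a well cell count of 50 or more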;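 note: per-cell ratio of nuclear to cytoplasmic median beta-catenin stain intensity; plate controls were DMSO negative control for no effect and GSK-3 inhibitor IX positive control for full effect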
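System: HeLa cells, endogenous beta-catenin; compound dosing: 5 µM primary single dose, 0.1% DMSO, 0.02–20 µM confirmation series; incubation: 24 h compound exposure at 37°C, 5% CO2; signal: beta-catenin immunofluorescence imaging with DAPI; evaluation: % activation, nuclear-to-cytoplasmic median beta-catenin signal ratio per cell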
Autophagy HCS – modulators of autophagy; MEF GFP-LC3 puncta imaging; test concentration mostly 10 µM; hit rate 0.98% among 190,000; calls only at 10 µM (by protocol);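 active = percentage of spot-positive cells more than 3 SD above its plate mean, without a fluorescence outlier flag or 80% toxicity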;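 note: spot-positive cell cutoff set from DMSO-treated cells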
Dynein cargo inh – blocks dynein driven cargo transport along microtubules; 3617.4 mouse cells, GR-EGFP nuclear translocation imaging; test concentration mostly 20 µM; stimulated with dexamethasone, 1 µM; hits give low values; z-score, hits read low; hit rate 0.47% among 220,000; AID 1381;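 active = plate z-score of nuclear minus cytoplasmic receptor signal below a set negative limit, without overly bright fluorescence or cell loss, cut at about -3.5 in these data, passing the limit was not always enough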;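 note: z-score of nuclear minus cytoplasmic ring GR-EGFP intensity difference per well; some compounds called inactive have numbers as strong as hits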
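Also added: dexamethasone, 1.0 µM final. Medium: tet-free, stripped-serum medium. Detection: fixed, Hoechst-stained cells imaged at 10x for EGFP. Read-out: nuclear-to-cytoplasmic GR-EGFP distribution per well. Times: induction 48 h, compound 1 h, agonist 30 min.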
MT stabilize HCS – stabilizes microtubules in HeLa cells. hit rate 0.83% among 200,000. % tubulin-high responders, % at 10 µM. HeLa tubulin immunostaining HCS, 24 h; share of cells brighter than vehicle mean+2SD;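 active = plate Z-score above 3 for both tubulin-high and condensed-nucleus cell shares, with cell loss under 80%, at 10 µM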;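 note: anti alpha tubulin signal scored within the nucleus-defined area of each cell; some results filed as inactive read as strong as hits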
Dynein cargo inh cytoplasmic EGFP – also measured in Dynein cargo inh; calls as there; z-score; measured here: cytoplasmic GR-EGFP intensity; hits give high values
Dynein cargo inh nuclear GR-EGFP – also measured in Dynein cargo inh; calls as there; z-score; measured here: nuclear GR-EGFP intensity;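 lower value marks the stronger effect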
Dynein cargo inh cell count – further read-out of Dynein cargo inh, marked with its call; z-score; measured here: cell count per field
Ins promoter up cell count – also measured in Ins promoter up; calls as there; cell count; measured here: cytotoxicity, nuclei count;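 total cells summed across four imaged fields per well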
b-catenin transl cell count 5 µM – further read-out of b-catenin transl, marked with its call; cell count; measured here: cell count, cytotoxicity flag
MT stabilize HCS Hoechst-high % – also measured in MT stabilize HCS; calls as there; % Hoechst-high responders; measured here: nuclear condensation Hoechst responders;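 share of cells brighter than vehicle mean plus two SD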
MT stabilize HCS cytotoxicity % – second read-out of MT stabilize HCS, no call of its own (marks repeat the call); toxicity, %; measured here: cytotoxicity by cell density;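 0% = mean cell density of plate MIN control wells and 100% = no cells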
Autophagy HCS cell loss 18 h – also measured in Autophagy HCS; calls as there; toxicity, %; measured here: cell loss, nuclei count;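 cell loss after 18 h compound exposure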
The depositor's hits bear a star; i = inactive; · = no result given; [ ] = dose if it differs, or a comment.

Sample of the layout:
SMILES	K1F lysis inhibition	M17LAP inhibition	P. falciparum M1AAP	ER stress rescue	Ins promoter up	Ins promoter up cell count	b-catenin transl	b-catenin transl cell count 5 µM	Autophagy HCS	Autophagy HCS cell loss 18 h	Dynein cargo inh	Dynein cargo inh cytoplasmic EGFP	Dynein cargo inh nuclear GR-EGFP	Dynein cargo inh cell count	MT stabilize HCS	MT stabilize HCS Hoechst-high %	MT stabilize HCS cytotoxicity %
CC(=O)N1CCc2cc(C(=O)CN3CCN(c4ccccc4F)CC3)ccc21	4.8%	13%	2%	-0.7%	1.9	761	·	·	i	-5	-1	-0.12	-0.56	0.047	7.0	2.1	1.1
CCOC(=O)c1sc(NC(=O)CSc2nc(C)cc(C(F)(F)F)n2)c(C#N)c1C	3.9%	-8%	1%	-0.5%	·	·	·	·	i	7	-0.37	0.16	0.12	0.18	2.1	1.7	7.9

The listing, repeating the preview:
SMILES	K1F lysis inhibition	M17LAP inhibition	P. falciparum M1AAP	ER stress rescue	Ins promoter up	Ins promoter up cell count	b-catenin transl	b-catenin transl cell count 5 µM	Autophagy HCS	Autophagy HCS cell loss 18 h	Dynein cargo inh	Dynein cargo inh cytoplasmic EGFP	Dynein cargo inh nuclear GR-EGFP	Dynein cargo inh cell count	MT stabilize HCS	MT stabilize HCS Hoechst-high %	MT stabilize HCS cytotoxicity %
CC(=O)N1CCc2cc(C(=O)CN3CCN(c4ccccc4F)CC3)ccc21	4.8%	13%	2%	-0.7%	1.9	761	·	·	i	-5	-1	-0.12	-0.56	0.047	7.0	2.1	1.1
CCOC(=O)c1sc(NC(=O)CSc2nc(C)cc(C(F)(F)F)n2)c(C#N)c1C	3.9%	-8%	1%	-0.5%	·	·	·	·	i	7	-0.37	0.16	0.12	0.18	2.1	1.7	7.9
CCN(C(=O)CSc1nnc(C)n1-c1ccccc1)C1CCS(=O)(=O)C1 (stereo unspecified)	0.4%	-3%	-3%	1.1%	-0.23	1193	-0.1	1092	i	3	0.2	-0.22	-0.46	-0.3	3.5	2.4	3.7
Cc1ccc(N=Cc2ccc[nH]2)c(O)c1	1.3%	3%	7%	·	0.43	1025	-0.2	1078	i	5	-1.6	0.12	-0.5	0.76	2.5	2.4	8.5
CCOc1ccc(/C=C/C2=Cc3c(sc(NC(=O)CSc4n[nH]c(N)n4)c3C#N)C(C)(C)C2)cc1	1.2%	32%	5%	-0.9%	-0.26	1515	1.7	1449	i	4	-1.9	1.5	-0.27	0.79	9.3	2.2	19
CCOc1ccc2nc(N(CCN(CC)CC)C(=O)c3cccc([N+](=O)[O-])c3)sc2c1	0.2%	-1%	3%	-1.2%	0.01	1298	-0.6	1130	i	-1	-0.2	-0.27	0.41	0.17	5.1	2.8	9.7
NNc1ncnc2c1cnn2-c1ccccc1	-0.7%	-2%	-6%	-5.6%	0.71	870	0.5	1095	i	-3	1.1	-0.16	0.58	-0.69	4.6	2.7	3.8
CC1CCCN(C(=O)C2CCN(S(=O)(=O)c3cccc4cccnc34)CC2)C1 (stereo unspecified)	-1.8%	4%	6%	0.4%	0.76	762	-0.7	1146	·	·	-1	-0.23	-0.51	0.27	4.5	2.0	5.3
CCOc1ccc(N/C(C)=C\C(=O)c2ccc3c(c2)OCCO3)cc1	0.8%	-5%	15%	1.3%	-0.95	1537	0.5	1047	i	1	-0.74	-0.31	-0.24	0.9	0.8	2.0	4.8
COc1ccc2c(c1)c(C(=O)CN1CCC3(CC1)OCCO3)c(C)n2C	0.3%	-4%	5%	1.2%	0.58	1178	-1.0	1159	i	8	-0.31	-0.022	-0.041	0.76	4.0	3.7	9.7
COc1cc2cc(CN(Cc3cccnc3)C(=O)Nc3ccccc3F)c(=O)[nH]c2cc1OC	-0.5%	-8%	11%	-0.8%	·	·	-1.7	1090	i	3	-0.37	-0.36	-0.13	0.93	2.4	1.2	6.2
Cc1cc(-c2n[nH]c(=S)n2/N=C/C=C/c2ccccc2)n[nH]1	1.4%	-2%	17%	0.1%	·	·	2.5	976	i	-2	1.4	-0.07	0.86	-1.4	3.1	2.9	5.4
Cc1cc(-n2nnc3ccccc32)nc2ccccc12	0.2%	1%	1%	-2.4%	·	·	·	·	i	5	-0.82	-0.24	-0.39	0.74	2.9	3.1	16
Clc1ccc(CN=C2Nc3ccccc3CS2)cc1	0.3%	-1%	1%	-1.5%	-1	1504	-0.3	1321	i	4	-0.4	-0.17	-0.36	0.42	1.3	1.6	6.5
CCN(c1cccc(C)c1)c1nc2ccsc2c(=O)s1	0.5%	10%	17%	-1.4%	·	·	-2.2	1195	i	4	-0.1	-0.14	0.0032	-0.3	1.9	1.4	7.6
COc1ccc(CNC(=O)C2CCN(C(=O)[C@@H](CC(C)C)NC(=O)OC(C)(C)C)CC2)cc1	8.8%	7%	-3%	-1.6%	0.09	1057	-2.1	785	i	-2	1.1	-0.059	1	-1.8	4.4	2.0	4.5
O=C(COC(=O)c1ccncc1)c1ccc(Cl)c(Cl)c1	2.4%[50 µM]	11%	-4%	0.6%	·	·	-0.5	1591	i	1	-1.2	-0.36	-0.77	1.6	2.4	2.1	7.6
CCCCN(C(=O)c1ccc(Cl)cc1)C1CC2CCC(C1)N2C (stereo unspecified)	0.2%	2%	4%	·	·	·	2.0	1025	·	·	-0.17	-0.099	0.24	-0.48	2.9	3.0	8.4
CCOC(=O)c1c(NC(=O)CC)sc(C(C)=O)c1C	0.2%	6%	3%	0.1%	·	·	-1.6	1197	i	5	-0.23	-0.35	-0.077	0.29	3.4	3.1	2.9
C=CCNC(=S)Nc1ccc2nsnc2c1	1.8%[50 µM]	26%	10%	-1.2%	0.55	1421	·	·	i	8	1.5	-0.25	0.86	-0.68	0.9	2.8	12
COc1cc(-c2nn3c(-c4cccc(C)c4)nnc3s2)cc(OC)c1OC	0.5%	2%	10%	1.1%	-2.7	1218	3.7	1168	i	21	0.19	-0.23	0.11	0.75	1.1	2.0	6.1
CC(=O)Nc1ccc(N2N=C(C)C(N=Nc3ccccc3)C2=O)cc1 (stereo unspecified)	0.1%	3%	4%	2.4%	-0.27	1326	0.0	520	i	-1	-0.058	-0.13	0.66	-1.5	2.7	1.7	5.6
O=C(CCn1c(=O)oc2ccccc21)Nc1ccon1	5.4%	2%	-4%	-1.0%	0.36	1336	1.4	1069	i	6	0.77	-0.27	0.37	0.71	3.7	2.0	7.5
Cc1ccc(S(=O)(=O)Nc2ccccc2CNc2cccc(C)n2)cc1	3.1%	7%	0%	1.0%	-0.46	1535	-3.3	1214	i	4	-1.7	-0.27	-0.67	1.3	2.3	3.0	3.1
COc1ccc(-n2c(SCC(=O)Nc3ccccc3OC)nc(O)cc2=O)cc1	1.3%	-7%	5%	·	-0.25	1081	2.0	1296	·	·	0.027	-0.22	0.62	-0.65	·	·	·
COCCn1c(=O)[nH]c2cc(C(=O)Nc3cccc(F)c3)ccc2c1=O	0.3%	-5%	-2%	-2.2%	-0.03	1268	-0.8	1078	i	5	-0.59	-0.34	0.036	1.3	6.9	2.0	19
O=C(Nc1ccc(S(=O)(=O)Nc2nccs2)cc1)c1cc(=O)[nH]c2ccccc12	0.9%	1%	17%	·	0.43	1496	-3.0	1211	·	·	0.1	-0.25	0.00047	0.45	·	·	·
Fc1ccc(C2=NN(c3ccccc3)C(c3ccco3)C2)cc1 (stereo unspecified)	0.1%	·	·	7.1%	-0.27	1443	8.6	805	i	9	-0.83	-0.15	0.019	0.28	1.9	1.2	8.5
CCOc1ccc(/C=C/C(=O)CCC(=O)O)cc1	-0.2%	5%	3%	-0.2%	-0.68	1467	-1.0	994	i	-1	-0.98	-0.23	-0.5	0.74	3.5	1.6	1.7
O=C1c2ccccc2NC(c2ccccn2)N1NS(=O)(=O)c1ccccc1 (stereo unspecified)	-1.6%	-5%	-7%	-3.3%	0.7	1319	-0.7	1141	i	-6	-1.1	-0.35	-0.84	1.2	2.7	3.0	6.0
CCOc1cc(C(=O)Nc2cccc(C(C)=O)c2)ccc1OCC(=O)N1CCCCC1	1.0%	25%	2%	-0.3%	0.73	1554	-2.0	1017	i	9	-1.6	-0.2	-1	0.35	2.2	2.6	3.2
Cc1ccc2oc(=O)cc(/C=C/c3ccccc3)c2c1	1.5%[50 µM]	5%	6%	-0.4%	-0.27	1226	-1.5	534	i	-12	-0.6	-0.032	-0.21	0.23	1.5	2.9	6.6
CC1(C)CC(=O)C2=C(C1)OC(/N=C/N1CCCC1)=C(C#N)C2c1ccccc1 (stereo unspecified)	-0.8%	1%	3%	·	·	·	0.2	1338	·	·	1	-0.048	1	-1.7	·	·	·
CC(C)c1nc(SCC(=O)N2CCCC2)c2ccccc2n1	3.4%	28%	6%	-3.0%	0.35	1177	-1.7	848	i	-14	-0.49	-0.19	0.15	-0.29	4.9	2.0	4.8
Cc1ccc(S(=O)(=O)Cc2ccc(C(=O)NCc3ccc4c(c3)OCO4)o2)cc1	0.2%	7%	6%	-3.2%	0.33	1634	1.9	903	i	0	-0.69	-0.24	-0.086	1.2	2.7	1.8	57
O=C(NC(=O)c1ccccc1N1CCCCC1)Nc1ccc(Br)cc1	-0.7%	7%	8%	·	·	·	0.6	1263	·	·	-0.16	-0.23	-0.2	-0.26	·	·	·
Cc1nc2ccc(NC(=O)N3CCCCC3)cc2nc1C	0.1%	-115%	16%	-0.2%	-0.03	1121	-1.8	1238	i	1	0.13	-0.25	-0.067	0.36	2.6	1.6	6.0
CCn1nnnc1NCc1cccc(Cl)c1	0.1%	8%	9%	0.0%	1.3	1615	-5.1	1035	i	10	-0.1	-0.28	0.47	-0.079	6.5	2.0	5.9
